Assay outcomes as filed in PubChem.
IL1B NFkB inh: blocks IL-1B driven NFkB nuclear translocation in HUVEC cells. HUVEC IL-1B NFkB p65 nuclear translocation imaging. inhibition, % at 2 µM. actives 0.43% (n = 94,000). AID 796;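 active = inhibition above about 30% together with a positive call from visual inspection of the well image, limit read from the data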;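 note: nuclear over cytoplasmic p65 intensity ratio measured by imaging; 0% = IL-1B stimulated DMSO wells and 100% = unstimulated DMSO wells; values of inactives mirror those of a sister screen read the other way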
PLAP inhibition: inhibition of human placental alkaline phosphatase – biochemical, luminescence, HTS (AID 690). purified PLAP, luminescent substrate; higher % means a stronger effect. inhibition, % at 20 µM; hits with a dose series show IC50 in µM. actives 0.08% (n = 96,000); in the data active = a potency from the dose series; inactive = the rest, 99 in 100 with inhibition below about 30%; note: strong numbers were not always called active
IL1B NFkB pot: enhances IL-1B driven NFkB nuclear translocation; HUVEC IL-1B NFkB p65 nuclear translocation imaging; activation, % at 2 µM; actives 0.3% (n = 94,000);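 active = activation above 40%, about the mean plus 3 SD, also judged a hit on visual image review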;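 note: percent activation is computed from the nuclear over cytoplasmic p65 intensity ratio; values of inactives mirror those of a sister screen read the other way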
Bcl-B displacement: displacers of TR3 peptide from Bcl-B, primary screen, selectivity assay for Bfl-1 inhibitor project, biochemical, fluorescence polarization | one-dose displacement, % at 20 µM; IC50 in µM for titrated hits | AID 748 | actives 0.11% (n = 96,000) | FP displacement of FITC-TR3 peptide from Bcl-B; higher % means a stronger effect;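 active = displacement above 50% at 20 µM plus a fluorescence interference ratio under 1.5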;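 note: plate controls were wells without compound for no effect and wells lacking Bcl-B protein for full effect; a part of the inactive calls stands beside numbers as strong as those of hits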
MRP reversal: MRP-mediated drug resistance reversal; H69AR cells + 2 uM doxorubicin, CellTiter-Glo, 72 h; differential viability (reversal), % at 10 µM; actives 0.04% (n = 85,000);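 active = viability drop by adding the cancer drug above about 55%, with treated viability meeting a 40% cutoff, limit read from the data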;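 note: viability without doxorubicin minus viability with 2 µM doxorubicin for each compound; larger differential means the compound sensitizes cells more to doxorubicin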
MRP reversal cytotoxicity: recorded beside MRP reversal, whose call it bears; viability, %; H69AR cells, CellTiter-Glo, 72 h; measured here: cytotoxicity without doxorubicin
MRP reversal with doxorubicin: second read-out of MRP reversal, no call of its own (marks repeat the call); viability, %; measured here: viability with 2 uM doxorubicin; active compounds read low
IL1B NFkB inh cell count 2 µM: further read-out of IL1B NFkB inh, marked with its call; cell count; measured here: cells passing quality filter;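 raw number of nuclei counted in each imaged well without normalization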
IL1B NFkB pot cell count 2 µM: further read-out of IL1B NFkB pot, marked with its call; cell count; measured here: cells passing quality filter
Active calls of the source: *. A portion of the library; count on the stated rates, not on these rows.

Start of the listing, in advance, two compounds:
`CCc1ccc(N(CC)c2ncnc3nc[nH]c23)cc1` gave PLAP inhibition -96%, Bcl-B displacement 0%, MRP reversal -23, MRP reversal cytotoxicity 75 and MRP reversal with doxorubicin 98.
Screening Cc1nc2ccccc2c(-c2ccccc2)c1C(=O)c1ccccc1 returned IL1B NFkB inh -9, PLAP inhibition -46%, IL1B NFkB pot 9, Bcl-B displacement 0%, IL1B NFkB inh cell count 2 µM 141 and IL1B NFkB pot cell count 2 µM 141.

The listing, from the start:
`CCc1ccc(N(CC)c2ncnc3nc[nH]c23)cc1` gave PLAP inhibition -96%, Bcl-B displacement 0%, MRP reversal -23, MRP reversal cytotoxicity 75 and MRP reversal with doxorubicin 98.
Screening Cc1nc2ccccc2c(-c2ccccc2)c1C(=O)c1ccccc1 returned IL1B NFkB inh -9, PLAP inhibition -46%, IL1B NFkB pot 9, Bcl-B displacement 0%, IL1B NFkB inh cell count 2 µM 141 and IL1B NFkB pot cell count 2 µM 141.
`Cc1ccc(OCc2nnc(SCC(=O)Nc3sc(C)c(C)c3C#N)n2C)cc1` gave PLAP inhibition -1%, Bcl-B displacement -2%, MRP reversal 6, MRP reversal cytotoxicity 62 and MRP reversal with doxorubicin 56.
`COc1cc(C2C(C#N)=C(C)NC3=C2C(=O)CC(C)(C)C3)ccc1O` (configuration not stated) gave IL1B NFkB inh -4, PLAP inhibition 6%, IL1B NFkB pot 4, Bcl-B displacement 2%, MRP reversal -3, MRP reversal cytotoxicity 88, MRP reversal with doxorubicin 91, IL1B NFkB inh cell count 2 µM 144 and IL1B NFkB pot cell count 2 µM 144.
Screening Cc1cc(-c2ccccc2)c2c3c(cn2n1)c(=O)n(C)c(=O)n3C returned IL1B NFkB inh -14, PLAP inhibition 20%, IL1B NFkB pot 13, Bcl-B displacement -3%, MRP reversal 9, MRP reversal cytotoxicity 74, MRP reversal with doxorubicin 64, IL1B NFkB inh cell count 2 µM 159 and IL1B NFkB pot cell count 2 µM 159.
For CCCOC(=O)C1[C@H]2C(=O)N(C(C)c3ccc(OC)cc3)C[C@]23C=C[C@H]1O3 (some centres not stated) the results were IL1B NFkB inh -22, PLAP inhibition -25%, IL1B NFkB pot 22, Bcl-B displacement 9%, MRP reversal 18, MRP reversal cytotoxicity 97, MRP reversal with doxorubicin 79, IL1B NFkB inh cell count 2 µM 111 and IL1B NFkB pot cell count 2 µM 111.
COc1ccc(C2c3ccc4ccccc4c3Oc3ncn(CCN4CCOCC4)c(=N)c32)cc1 (configuration not stated) was read as IL1B NFkB inh -4, PLAP inhibition -54%, IL1B NFkB pot 4, Bcl-B displacement -12%, MRP reversal 1, MRP reversal cytotoxicity 2, MRP reversal with doxorubicin 1, IL1B NFkB inh cell count 2 µM 161 and IL1B NFkB pot cell count 2 µM 161.
`CCN(CC)c1nc(SCCOC(=O)Nc2ccccc2)nc(N(CC)CC)n1` gave IL1B NFkB inh -12, IL1B NFkB pot 12, MRP reversal -4, MRP reversal cytotoxicity 68, MRP reversal with doxorubicin 71, IL1B NFkB inh cell count 2 µM 110 and IL1B NFkB pot cell count 2 µM 110.
Screening COCCn1c(SCC(=O)NC(=O)NCc2ccccc2)nc2ccccc21 returned IL1B NFkB inh -9, PLAP inhibition -20%, IL1B NFkB pot 9, Bcl-B displacement -4%, MRP reversal -25, MRP reversal cytotoxicity 78, MRP reversal with doxorubicin 103, IL1B NFkB inh cell count 2 µM 120 and IL1B NFkB pot cell count 2 µM 120.
Screening Cc1cc2nc(SCC(=O)O)nc(C)c2cc1C returned IL1B NFkB inh -29, PLAP inhibition -11%, IL1B NFkB pot 29, Bcl-B displacement -8%, MRP reversal 12, MRP reversal cytotoxicity 95, MRP reversal with doxorubicin 82, IL1B NFkB inh cell count 2 µM 138 and IL1B NFkB pot cell count 2 µM 138.

The closing two compounds of the part before are carried over, then new ones follow.
Screening COCCn1c(SCC(=O)NC(=O)NCc2ccccc2)nc2ccccc21 returned IL1B NFkB inh -9, PLAP inhibition -20%, IL1B NFkB pot 9, Bcl-B displacement -4%, MRP reversal -25, MRP reversal cytotoxicity 78, MRP reversal with doxorubicin 103, IL1B NFkB inh cell count 2 µM 120 and IL1B NFkB pot cell count 2 µM 120.
Screening Cc1cc2nc(SCC(=O)O)nc(C)c2cc1C returned IL1B NFkB inh -29, PLAP inhibition -11%, IL1B NFkB pot 29, Bcl-B displacement -8%, MRP reversal 12, MRP reversal cytotoxicity 95, MRP reversal with doxorubicin 82, IL1B NFkB inh cell count 2 µM 138 and IL1B NFkB pot cell count 2 µM 138.
COc1ccc(C(=O)N2CC3(CC(c4ccc(Cl)cc4)=NO3)C[C@H]2C(=O)NCC(N)=O)cc1 (some centres not stated) was read as IL1B NFkB inh -4, PLAP inhibition -54%, IL1B NFkB pot 4, Bcl-B displacement 0%, IL1B NFkB inh cell count 2 µM 130 and IL1B NFkB pot cell count 2 µM 130.
`COc1ccc(-c2nnc3n2-c2ccccc2SC3)cc1OC` gave IL1B NFkB inh -33, PLAP inhibition 3%, IL1B NFkB pot 33, Bcl-B displacement -7%, MRP reversal 1, MRP reversal cytotoxicity 90, MRP reversal with doxorubicin 89, IL1B NFkB inh cell count 2 µM 137 and IL1B NFkB pot cell count 2 µM 137.
`CSc1nc2nccc(-c3ccc(-c4ccccc4)cc3)n2n1` gave IL1B NFkB inh 2, PLAP inhibition 12%, IL1B NFkB pot -2, Bcl-B displacement 5%, MRP reversal 2, MRP reversal cytotoxicity 45, MRP reversal with doxorubicin 44, IL1B NFkB inh cell count 2 µM 53 and IL1B NFkB pot cell count 2 µM 53.
`Cc1cc2ncn(CCCCOc3ccccc3)c2cc1C` gave IL1B NFkB inh 1, PLAP inhibition -33%, IL1B NFkB pot -1, Bcl-B displacement 2%, MRP reversal 20, MRP reversal cytotoxicity 85, MRP reversal with doxorubicin 65, IL1B NFkB inh cell count 2 µM 147 and IL1B NFkB pot cell count 2 µM 147.
`CCOc1ccc(N(CC(=O)NCc2ccc(OC)cc2)S(=O)(=O)c2c(C)noc2C)cc1` gave IL1B NFkB inh -2, PLAP inhibition 20%, IL1B NFkB pot 2, Bcl-B displacement -1%, MRP reversal -1, MRP reversal cytotoxicity 101, MRP reversal with doxorubicin 102, IL1B NFkB inh cell count 2 µM 100 and IL1B NFkB pot cell count 2 µM 100.
For CCN(C(=O)c1ccc(NC(C)=O)cc1)c1ccccc1C the results were IL1B NFkB inh 21, PLAP inhibition -23%, IL1B NFkB pot -21, Bcl-B displacement 2%, MRP reversal 2, MRP reversal cytotoxicity 96, MRP reversal with doxorubicin 94, IL1B NFkB inh cell count 2 µM 175 and IL1B NFkB pot cell count 2 µM 175.
Cc1cc(C)cc(N(C(=O)c2sc(C)nc2C)C(C(=O)NCc2ccco2)c2ccccc2)c1 (configuration not stated) was read as IL1B NFkB inh -3, PLAP inhibition -54%, IL1B NFkB pot 3, Bcl-B displacement 1%, IL1B NFkB inh cell count 2 µM 118 and IL1B NFkB pot cell count 2 µM 118.
Screening CC1=C(C)C(=O)NC(Nc2nc(C)c3cc(C)cc(C)c3n2)N1 (configuration not stated) returned IL1B NFkB inh -39, IL1B NFkB pot 39, MRP reversal -14, MRP reversal cytotoxicity 24, MRP reversal with doxorubicin 38, IL1B NFkB inh cell count 2 µM 137 and IL1B NFkB pot cell count 2 µM 137.
For C(=N\n1cnnc1)/c1ccc(OC2CSC2)cc1 the results were PLAP inhibition 12%, Bcl-B displacement -1%, MRP reversal 20, MRP reversal cytotoxicity 93 and MRP reversal with doxorubicin 74.
Screening CCn1c(CSc2nccn2C)nc2cc(C(=O)O)ccc21 returned IL1B NFkB inh 5, PLAP inhibition -55%, IL1B NFkB pot -5, Bcl-B displacement 94%, MRP reversal 3, MRP reversal cytotoxicity 89, MRP reversal with doxorubicin 85, IL1B NFkB inh cell count 2 µM 167 and IL1B NFkB pot cell count 2 µM 167.
For COc1cccc(NC(=O)C(NCC2CCCCC2)c2ccccc2)c1 (configuration not stated) the results were IL1B NFkB inh -8, PLAP inhibition -45%, IL1B NFkB pot 8, Bcl-B displacement -45%, MRP reversal -32, MRP reversal cytotoxicity 47, MRP reversal with doxorubicin 79, IL1B NFkB inh cell count 2 µM 127 and IL1B NFkB pot cell count 2 µM 127.
`Cc1c(Cl)cccc1N1C(=O)C2ON(c3ccccc3)C(c3cccnc3)C2C1=O` (configuration not stated) gave IL1B NFkB inh 0, PLAP inhibition -16%, IL1B NFkB pot 0, Bcl-B displacement 12%, MRP reversal 0, MRP reversal cytotoxicity 95, MRP reversal with doxorubicin 96, IL1B NFkB inh cell count 2 µM 173 and IL1B NFkB pot cell count 2 µM 173.
CCOc1ccc(/C=N/O)cc1 was read as IL1B NFkB inh 10, PLAP inhibition 16%, IL1B NFkB pot -10, Bcl-B displacement 4%, MRP reversal 130, MRP reversal cytotoxicity 226, MRP reversal with doxorubicin 96, IL1B NFkB inh cell count 2 µM 42 and IL1B NFkB pot cell count 2 µM 42.
CC1(C)CC(=O)C2=C(C1)OC(N)=C(C#N)C21CCN(Cc2ccccc2)CC1 was read as PLAP inhibition -39%, Bcl-B displacement 34%, MRP reversal -10, MRP reversal cytotoxicity 63 and MRP reversal with doxorubicin 73.
For CCOC(=O)CC1=C(C(=O)OCC)C(c2ccc(OC)cc2OC)C(C#N)=C(N)O1 (configuration not stated) the results were IL1B NFkB inh 10, PLAP inhibition -13%, IL1B NFkB pot -10, Bcl-B displacement -6%, IL1B NFkB inh cell count 2 µM 149 and IL1B NFkB pot cell count 2 µM 149.
`CC(=O)N1CCN(Cc2nc3cc(NC(=O)c4ccccc4)ccc3n2C)CC1` gave IL1B NFkB inh 1, PLAP inhibition -6%, IL1B NFkB pot -1, Bcl-B displacement -1%, MRP reversal 7, MRP reversal cytotoxicity 82, MRP reversal with doxorubicin 76, IL1B NFkB inh cell count 2 µM 166 and IL1B NFkB pot cell count 2 µM 166.
CCC(OC(=O)c1cc2sccc2n1C)C(=O)NCC1CCCO1 (configuration not stated) was read as IL1B NFkB inh -8, PLAP inhibition -13%, IL1B NFkB pot 7, Bcl-B displacement -1%, MRP reversal 1, MRP reversal cytotoxicity 87, MRP reversal with doxorubicin 86, IL1B NFkB inh cell count 2 µM 151 and IL1B NFkB pot cell count 2 µM 151.
C(=C\c1ccccc1)/C=N/Nc1nc(N2CCCCC2)nc(N2CCCCC2)n1 was read as IL1B NFkB inh 4, PLAP inhibition 16%, IL1B NFkB pot -4, Bcl-B displacement -5%, IL1B NFkB inh cell count 2 µM 136 and IL1B NFkB pot cell count 2 µM 136.
Screening O=C(CCC(=O)NNC(=O)COc1ccccc1)NCc1ccccc1 returned IL1B NFkB inh -4, PLAP inhibition -44%, IL1B NFkB pot 4, Bcl-B displacement -1%, IL1B NFkB inh cell count 2 µM 147 and IL1B NFkB pot cell count 2 µM 147.
`O=C(c1ccccc1)c1ccc(C(=O)N2CCOCC2)cc1` gave IL1B NFkB inh -9, PLAP inhibition 7%, IL1B NFkB pot 9, Bcl-B displacement 6%, MRP reversal -3, MRP reversal cytotoxicity 86, MRP reversal with doxorubicin 89, IL1B NFkB inh cell count 2 µM 196 and IL1B NFkB pot cell count 2 µM 196.
`Cc1ccc(OCc2nnc(SCC(=O)O)n2N)cc1` gave IL1B NFkB inh -19, PLAP inhibition 18%, IL1B NFkB pot 19, Bcl-B displacement 3%, MRP reversal 4, MRP reversal cytotoxicity 97, MRP reversal with doxorubicin 93, IL1B NFkB inh cell count 2 µM 84 and IL1B NFkB pot cell count 2 µM 84.
CCOC(=O)c1nnn(-c2nonc2N)c1-c1cccc2ccccc12 was read as IL1B NFkB inh -15, PLAP inhibition 20%, IL1B NFkB pot 18, Bcl-B displacement -2%, MRP reversal -29, MRP reversal cytotoxicity 44, MRP reversal with doxorubicin 72, IL1B NFkB inh cell count 2 µM 67 and IL1B NFkB pot cell count 2 µM 67.
For Cc1ccc(N(CC(=O)Nc2ccc3c(c2)OCCO3)S(=O)(=O)c2c(C)noc2C)cc1 the results were IL1B NFkB inh -18, PLAP inhibition 1%, IL1B NFkB pot 18, Bcl-B displacement -16%, MRP reversal 16, MRP reversal cytotoxicity 85, MRP reversal with doxorubicin 69, IL1B NFkB inh cell count 2 µM 213 and IL1B NFkB pot cell count 2 µM 213.
